Bioassay records from PubChem.
FEN1 inh: qHTS Assay for the Inhibitors of Human Flap endonuclease 1 (FEN1) | P39748 | Recombinant FEN1 flap cleavage, fluorescence, 15 min | Potency, µM (titrated, usually from 114 µM), inactives show top-dose activity change, negative = inhibition, actives largely listed as inhibitors | hit rate 0.35% among 390,000 | AID 588795, 2011; note: nearly all actives have a fitted effect of over 65% in size
Target sequence (P39748 whole entry, looked up): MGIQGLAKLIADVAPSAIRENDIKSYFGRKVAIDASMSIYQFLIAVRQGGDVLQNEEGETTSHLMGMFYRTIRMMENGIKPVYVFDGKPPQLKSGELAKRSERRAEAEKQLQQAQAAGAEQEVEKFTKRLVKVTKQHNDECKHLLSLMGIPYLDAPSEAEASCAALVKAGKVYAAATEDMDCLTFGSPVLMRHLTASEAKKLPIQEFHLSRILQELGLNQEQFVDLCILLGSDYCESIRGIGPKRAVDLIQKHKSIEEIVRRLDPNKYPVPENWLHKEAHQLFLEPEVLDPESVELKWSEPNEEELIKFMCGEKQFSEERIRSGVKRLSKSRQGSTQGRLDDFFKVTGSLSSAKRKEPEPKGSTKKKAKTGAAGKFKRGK
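Potency values derive from four-parameter Hill fits of normalized qHTS data. The reaction used 10 nM FEN1 preincubated 15 min at room temperature with compound, then 50 nM DNA substrate, read at 0 and 15 min.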
N370S GC mod: qHTS Assay for Inhibitors and Activators of N370S glucocerebrosidase as a Potential Chaperone Treatment of Gaucher Disease. Lysosomal acid glucosylceramidase (Homo sapiens), P04062. N370S GC spleen homogenate, 4MU-glucoside fluorescence. Potency, µM (highest dose often 59.4 µM), inactives show top-dose activity change, negative = inhibition, most hits filed as inhibitors. hit rate 0.092% among 330,000. AID 2101, 2009;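 note: 0% = full enzyme activity and -100% = no enzyme basal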
TDP1 block: qHTS Assay for Inhibitors of Tyrosyl-DNA Phosphodiesterase (TDP1); AID 485290, 2010; hit rate 0.28% among 350,000; Potency, µM (doses to about 130 µM), inactives show top-dose activity change, negative = inhibition, usual class: inhibitors; recombinant TDP1, AlphaScreen DNA substrate cleavage; note: nearly all actives have a fitted effect of over 40% in size
Target sequence (Q9NUW8 whole entry, looked up): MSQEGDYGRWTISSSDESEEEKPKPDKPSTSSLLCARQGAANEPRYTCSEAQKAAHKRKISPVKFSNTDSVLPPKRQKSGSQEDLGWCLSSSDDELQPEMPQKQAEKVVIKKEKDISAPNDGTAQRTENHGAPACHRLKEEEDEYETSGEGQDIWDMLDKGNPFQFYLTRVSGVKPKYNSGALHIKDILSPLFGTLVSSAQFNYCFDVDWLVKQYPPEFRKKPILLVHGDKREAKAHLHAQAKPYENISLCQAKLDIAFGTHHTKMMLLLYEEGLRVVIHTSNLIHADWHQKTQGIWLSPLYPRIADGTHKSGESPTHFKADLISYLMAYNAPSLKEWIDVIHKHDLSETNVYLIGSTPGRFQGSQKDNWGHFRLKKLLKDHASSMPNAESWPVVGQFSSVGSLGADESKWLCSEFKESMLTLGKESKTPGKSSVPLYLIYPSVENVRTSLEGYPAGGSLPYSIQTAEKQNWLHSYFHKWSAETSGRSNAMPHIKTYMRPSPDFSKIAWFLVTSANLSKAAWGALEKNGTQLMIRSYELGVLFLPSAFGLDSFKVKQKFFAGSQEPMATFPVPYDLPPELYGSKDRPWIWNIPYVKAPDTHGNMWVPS
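Steps: enzyme plus compound, 15 min RT; add biotin/phosphotyrosine-FITC oligonucleotide (15 nM final), react 5 min; add donor/acceptor beads (10 ug/ml final), 10 min; read AlphaScreen. Tdp1 at 1 nM final.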
* marks the source's active call; other numbers are inactive results; ? = inconclusive; nt = no result given; & = joins results of further samples; ! = not active in a repeat; [ ] = another dose, or the depositor's remark. Calls come from the whole dose curve; as a rule, active = well fitted curve in the direction sought with a large enough effect; inconclusive = small, poorly fitted or top-dose-only effect, or another doubt; inactive = no such curve, though single readings can be large; an effect the other way counts as inactive or inconclusive. Unless noted, % is set by controls: 0 for no effect and ±100 for the full control effect; potency is the fitted concentration of half-maximal effect. Hits appear at their usual frequency, and some 0.57% of all compounds hit somewhere here.

SMILES	FEN1 inh	N370S GC mod	TDP1 block
Cc1ccc(-c2nc(-c3ccccn3)no2)cc1Cl	11.2%	6.5%	4.0%
CCN(C[C@H]1N[C@@](C)(C(=O)OC)[C@H]2C(=O)N(C)C(=O)[C@@H]12)S(=O)(=O)c1ccc(C)cc1	-3.9%	nt	1.7%
CCN(CC)S(=O)(=O)c1cc(NC(=O)c2ccc(Br)s2)ccc1C	-20.4%	9.6%	3.1%
CCOC(=O)C(N)CSC1CC(=O)N(c2ccc(OCC)cc2)C1=O (stereo not given)	-5.5%	-4.3%	nt
Cn1cccc1-c1nc2ccc(NC(=O)c3ccco3)cc2[nH]1	-13.1%	-4.3%	4.5%
CCOc1ccccc1N(CC(=O)NCC1CCCO1)C(=O)CCC(=O)Nc1cc(C)on1 (stereo not given)	-1.7%	-13.7%	11.3%
CCOc1cccc(NC(=O)Cc2cccs2)c1	-3.7%	1.8%	2.1%
CN1/C(=C\C(=O)Nc2cccc(Cl)c2)C(C)(C)c2ccccc21	-9.7%	-0.1%	3.2%
CC(=O)Nc1ccc(SCC(=O)OCC(=O)NC(=O)NCc2ccco2)cc1	-5.7%	-17.0%	0.0%
Cc1c(Cl)cccc1NC(=S)N(C)CCC#N	21.4%	8.4%	-1.2%
COc1ccc(/C=C2\SC(=S)N(N3C(=O)CCC3=O)C2=O)cc1O	2.5%	-8.2%	2.4%
Cc1ccc(C(=O)NC(=C(Cl)Cl)S(=O)(=O)c2ccccc2)cc1	-4.7%	1.8%	-5.3%
O=C(NNC(=O)c1ccc(Cl)s1)c1csc(N2CCOCC2)n1	-6.3%	0.9%	0.0%
COc1ccc(C2CC(=O)C(C=NCC(C)C)=C(O)C2)cc1 (stereo not given)	-2.2%	0.3%	nt
O=C(Nc1nc2ccccc2s1)C1CCCN1S(=O)(=O)c1ccc(Cl)cc1 (stereo not given)	-20.6%	?	6.5%
Cc1ccc(OCC(=O)OCc2cc(=O)n3nc(-c4cccs4)sc3n2)cc1	0.8%	nt	-0.6%
CC(NC(=O)COc1ccccc1)C(=O)OCC(=O)c1cc2ccccc2o1 (stereo not given)	-0.6%	?	-2.1%
COc1ccc(NC(=O)CSc2nc(O)cc(=O)[nH]2)c(OC)c1	-1.2%	4.6%	nt
COC(=O)c1cc(CNC(=O)c2ccc(O)c(Cl)c2)ccc1OC	2.0%	4.0%	5.3%
N[C@@H](CSS(=O)(=O)O)C(=O)O	nt	3.5%&11.1%&-11.7%	39.8µM*!
COC(C(=O)Nc1ccc(S(=O)(=O)N2CCCCC2)cc1)c1ccccc1 (stereo not given)	-7.1%	0.6%	4.6%
NC(=O)c1nc(-c2ccc(F)c(F)c2)nc2c1[nH]c(=O)n2-c1cccc(Cl)c1	-7.7%	nt	-2.5%
CCN(CCCNC(=O)Cn1ncc2c([nH]c3ccc(C)cc32)c1=O)Cc1ccccc1	3.7%&6.3%	-5.0%	1.4%&-7.4%
CN(C)C(CNC(=O)CSc1nnc(-c2ccco2)o1)c1ccccc1 (stereo not given)	10.0%	6.1%[2.35 µM]	0.0%
COc1cccc(/C=N/Nc2cc(C)nc(-c3ccccc3O)n2)c1O	-17.9%	20.3%	0.0%
Cc1cc(S(=O)(=O)NCC2CCCO2)c(C)cc1Br (stereo not given)	20.6%	0.1%	2.2%
COC(=O)Cc1[nH]n(-c2ccccc2)c(=O)c1C=Nc1ccc(C)cc1	-17.7%	6.4%	nt
O=C(CN1C(=O)NC2(CCc3ccccc32)C1=O)NCc1ccc(Cl)cc1 (stereo not given)	-16.8%	nt	0.5%
Cn1nc(C(=O)OCC(=O)Nc2ccccc2[N+](=O)[O-])c2ccccc2c1=O	9.9%	nt	-0.6%
O=C(O)C1CCCN1C1=NS(=O)(=O)c2ccccc21 (stereo not given)	10.9%	-15.0%	nt
O=C(c1ccccc1Oc1ccc(C(F)(F)F)cc1[N+](=O)[O-])N1CCOCC1	-5.3%	7.6%	0.0%
CCC(C(=O)OCn1nnc2ccccc2c1=O)c1ccccc1 (stereo not given)	3.1%	2.7%	-5.8%
CNC(=S)Nc1ccc(C(N)=O)cc1	0.9%	20.2%	6.0%
COC(=O)c1cc(NS(=O)(=O)c2ccc(C(C)C)cc2)ccc1N1CCOCC1	-1.3%	17.3%	6.5%
CC(=O)N1CCN(C(=O)c2cc(-c3ccc(Cl)s3)nc3ccccc23)CC1	-5.9%	?	5.0%
O=C(Nc1ccc2c(c1)OCCO2)C1CCN(C(=O)c2ccc(Cl)cc2)CC1	-2.1%	-2.4%	5.5%
COc1ccc(-n2c(CN3CCC(C)CC3)nc3ccc([N+](=O)[O-])cc3c2=O)c(OC)c1	8.5%	-2.5%	3.5%
Cc1[nH]c(=S)c(C#N)c(C)c1C(=O)Nc1ccccc1	1.6%	5.6%	7.5%
CCOC(=O)Nc1ccc(=O)n(Cc2c(Cl)cccc2Cl)c1	-1.2%	20.1%	0.0%
COc1ccc(CCC2(C)NC(=O)N(C(C)C(=O)N3c4ccccc4CC3C)C2=O)cc1 (stereo not given)	11.6%	nt	-1.5%[56.1 µM]

In the list so far, these contain two or more sulfur atoms:
SMILES	FEN1 inh	N370S GC mod	TDP1 block
CCN(CC)S(=O)(=O)c1cc(NC(=O)c2ccc(Br)s2)ccc1C	-20.4%	9.6%	3.1%
COc1ccc(/C=C2\SC(=S)N(N3C(=O)CCC3=O)C2=O)cc1O	2.5%	-8.2%	2.4%
O=C(NNC(=O)c1ccc(Cl)s1)c1csc(N2CCOCC2)n1	-6.3%	0.9%	0.0%
O=C(Nc1nc2ccccc2s1)C1CCCN1S(=O)(=O)c1ccc(Cl)cc1 (stereo not given)	-20.6%	?	6.5%
Cc1ccc(OCC(=O)OCc2cc(=O)n3nc(-c4cccs4)sc3n2)cc1	0.8%	nt	-0.6%
N[C@@H](CSS(=O)(=O)O)C(=O)O	nt	3.5%&11.1%&-11.7%	39.8µM*!

(list continues)
SMILES	FEN1 inh	N370S GC mod	TDP1 block
OC1(C(F)(F)F)CC(O)(C(F)(F)F)n2nc(-c3ccccc3)cc2N1 (stereo not given)	2.1%	-8.0%	8.3%
CN(C)CCN(C(=O)c1ccc(S(=O)(=O)N(C)C)cc1)c1nc2cc3c(cc2s1)OCCO3	-21.6%	1.3%	4.6%
Cc1ccc2c(c1)C(c1ccncc1)=NNC(c1ccc(C(C)C)cc1)=N2	nt	5.6%	4.0%
CCN(CC)CCN(C(=O)c1ccco1)c1nc2c(C)cccc2s1	?	nt	12.4%
CC(NC(=O)COC(=O)c1cc([N+](=O)[O-])ccc1N1CCOCC1)c1ccccc1 (stereo not given)	-6.4%	2.5%	6.8%
COc1ccccc1NC(=O)c1ccc(NC(=O)c2ccco2)cc1	-5.1%	2.3%	nt
COc1ccc(-c2noc(-c3ccc4c(c3)OCO4)n2)cc1	-9.1%	2.3%	3.1%
COc1ccc(-c2csc3nc[nH]c(=O)c23)cc1	0.9%	-7.1%	2.6%
O=C(Nc1ccc(N2CCCC2)cc1)c1cccc(Cl)c1Cl	5.0%	-10.4%	0.8%
COc1ccccc1NC(=O)CSc1nnc(Cc2cccn2C)n1CCc1ccccc1	-18.7%	?	4.9%

Compound profiles, as listed above.
Listed for `CN(C)CCN(C(=O)c1ccc(S(=O)(=O)N(C)C)cc1)c1nc2cc3c(cc2s1)OCCO3` : FEN1 inh = -21.6%; N370S GC mod = 1.3%; TDP1 block = 4.6%
Listed for `CCN(CC)CCN(C(=O)c1ccco1)c1nc2c(C)cccc2s1` : FEN1 inh = ?; N370S GC mod = nt; TDP1 block = 12.4%

(further entries)
SMILES	FEN1 inh	N370S GC mod	TDP1 block
Cc1ccc(NC(=O)CCCn2nc(C)c3c(C)n(-c4ccccc4)nc3c2=O)cc1C	-3.2%	2.2%	4.2%
CN1C(=O)C2(N=c3ccccc3=N2)c2ccccc21	-20.6%	4.7%	0.0%
CCOCCCN(C)C1CCN(C(=O)c2oc3ccccc3c2NC(=O)COc2ccc(F)cc2)CC1	-17.1%	-3.0%	0.4%
O=c1ccc2cc(S(=O)(=O)NCc3ccc(Cl)cc3)ccc2[nH]1	8.9%	nt	9.1%
COc1cc(NC(=O)Nc2nnc(N3CCCCC3)s2)cc(OC)c1	-8.6%	nt	8.6%
COc1ccc(N2CCN(C(CNC(=O)C3CCCCC3)c3ccco3)CC2)cc1 (stereo not given)	4.9%	-5.2%	5.4%
CCCCOC(=O)c1ccc(O)cc1	2.5%	2.3%	4.3%
O=C1C2CCCN2C(c2cccc(F)c2)N1c1cccc(Cl)c1 (stereo not given)	-10.1%	-1.1%	0.0%
O=C(CSc1ncc2c(n1)-c1cc(Cl)ccc1N(Cc1ccccc1)S2(=O)=O)NCCc1ccccc1	34.9%	nt	5.3%
O=C(O)c1cccc2c1C(=O)c1ccccc1-2	-12.6%	-9.7%	5.7%
CCOC(=O)C1C(=O)NC(C)C1c1ccccc1 (stereo not given)	-13.0%	9.5%	3.0%
CCOc1ccccc1CNC(=O)c1ccc2nc(N3CCOCC3)sc2c1	-6.5%	3.6%	nt
Cc1ccc(Nc2ncccc2C(=O)NCc2cccs2)c(C)c1	?	-8.4%	5.9%
COc1cc(/C=C(\C#N)c2nc3ccccc3o2)ccc1O	-17.3%	-26.8%	nt
COc1ccc(C(CC(=O)c2ccccc2)CC(=O)c2ccccc2)cc1OC	-21.6%	0.8%	5.4%
Cc1nnc(N(C)C(=O)c2cccnc2)s1	2.9%	-5.5%	6.8%
COc1cc2c(c(OC)c1OC)CC(=O)N(C)CC2	-1.1%	-5.1%	nt
CC1CCc2c(C(=O)OCC(=O)Nc3cccc(S(=O)(=O)N4CCCCCC4)c3)csc2C1 (stereo not given)	2.9%	-2.9%	5.6%
C[C@@H](CO)NC(=O)c1ccc2c3n(nc2c1)-c1ccc(Cl)cc1CO3	-2.1%	-4.7%	1.2%
CC(C)(CNS(C)(=O)=O)SCc1ccc(Cl)cc1	-17.0%	-0.2%	5.9%
Cc1cc(C)c2c(N)c(C(=O)Nc3ccccc3Br)sc2n1	13.9%	?	nt
Cc1ccc(S(=O)(=O)NCCC(=O)OCC(=O)Nc2ccccc2Cl)cc1	9.3%	3.8%	-1.8%
O=C(Nn1c(O)c(C=C2N=c3ccccc3=N2)sc1=S)c1ccc(Cl)cc1	1.6%	-16.2%	7.9%
S=C(NCCc1ccncc1)Nc1cccc2ccccc12	1.8%	2.4%	0.0%
COC(=O)c1cc(NC(=S)NCc2ccc(Cl)cc2)cc(C(=O)OC)c1	-22.7%	12.2%	-0.6%
COc1ccc(OCCn2cc(/C(N)=N/O)c3ccccc32)cc1	-16.3%	-15.3%	6.2%
COc1cc(CN2CCN(C(c3ccccc3)c3ccccc3)CC2)cc(OC)c1OC	-16.3%	-10.6%	nt
O=C(CN1C(=O)C(=O)N(C2CCCC2)C1=O)Nc1ccccc1OC(F)F	13.8%	nt	-0.1%
CCCn1nnnc1-c1ccc(Cl)cc1	3.9%	?	0.9%
COc1ccc(F)cc1C(=O)COC(=O)c1n[nH]c(=O)c2ccccc12	19.6%	nt	0.1%

The final 3 compounds of the section before are carried over, then new ones follow.
SMILES	FEN1 inh	N370S GC mod	TDP1 block
O=C(CN1C(=O)C(=O)N(C2CCCC2)C1=O)Nc1ccccc1OC(F)F	13.8%	nt	-0.1%
CCCn1nnnc1-c1ccc(Cl)cc1	3.9%	?	0.9%
COc1ccc(F)cc1C(=O)COC(=O)c1n[nH]c(=O)c2ccccc12	19.6%	nt	0.1%
COC(=O)/C(=N/Nc1ccccc1Cl)Sc1nnc(C(O)c2ccccc2)n1-c1ccccc1 (stereo not given)	-3.0%	11.8%	3.4%
CCN1C(=O)C2C(c3ccc(O)c(OC)c3)NC(C)(C(=O)OC)C2C1=O (stereo not given)	-11.5%	2.0%	2.0%
CCCOc1ncnc2c1[nH]c1ccc(C)cc12	-16.5%	1.3%	0.0%
CC1CN(c2ccc(C(=O)c3ccccc3C(=O)O)cc2[N+](=O)[O-])CC(C)O1 (stereo not given)	20.7%	0.1%	5.4%
CSc1nc(-c2ccc(F)cc2)nc2c1Cc1c(CO)cnc(C)c1O2	-0.2%	nt	5.1%
Fc1cc(NC(=S)NCc2ccc(CNC(=S)Nc3ccc(Cl)c(F)c3)cc2)ccc1Cl	-2.0%	3.2%	nt
